RBX1-CUL1 inh: blocks human RBX1-Cullin-1 di-ubiquitin formation; P62877+Q13616; inhibition, % at 10 µM; hit rate 0.6% among 140,000; AID 1347404; in vitro K48 di-Ub FRET, acceptor:donor ratio, 45 min; in the data active = inhibition above about 25%
Target sequence (P62877 whole entry, looked up): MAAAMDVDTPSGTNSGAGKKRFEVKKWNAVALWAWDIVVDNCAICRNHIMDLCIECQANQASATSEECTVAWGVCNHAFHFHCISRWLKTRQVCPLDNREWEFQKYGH
Target sequence (Q13616 whole entry, looked up): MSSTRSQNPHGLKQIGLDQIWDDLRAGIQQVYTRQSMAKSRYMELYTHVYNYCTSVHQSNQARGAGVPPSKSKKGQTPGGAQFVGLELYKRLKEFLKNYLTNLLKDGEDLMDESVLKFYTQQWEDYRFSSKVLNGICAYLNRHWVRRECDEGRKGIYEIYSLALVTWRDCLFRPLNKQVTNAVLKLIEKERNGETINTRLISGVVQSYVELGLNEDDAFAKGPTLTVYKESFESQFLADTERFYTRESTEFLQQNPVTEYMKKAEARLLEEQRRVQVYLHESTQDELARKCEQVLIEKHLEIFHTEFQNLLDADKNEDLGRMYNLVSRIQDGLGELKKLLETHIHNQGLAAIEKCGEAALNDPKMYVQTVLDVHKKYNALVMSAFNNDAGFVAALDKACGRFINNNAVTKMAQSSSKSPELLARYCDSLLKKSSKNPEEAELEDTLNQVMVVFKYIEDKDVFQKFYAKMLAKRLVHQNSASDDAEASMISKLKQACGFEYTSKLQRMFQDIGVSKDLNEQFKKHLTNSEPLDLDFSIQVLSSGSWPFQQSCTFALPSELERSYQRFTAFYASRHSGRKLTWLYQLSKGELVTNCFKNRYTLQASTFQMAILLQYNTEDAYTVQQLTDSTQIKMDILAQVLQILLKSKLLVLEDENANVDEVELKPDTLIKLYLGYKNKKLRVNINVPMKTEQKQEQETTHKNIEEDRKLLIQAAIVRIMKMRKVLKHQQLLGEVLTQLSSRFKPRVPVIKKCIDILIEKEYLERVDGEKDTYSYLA
* hit, by the source's call. The list is partial; the hit share may differ from the screen's.

SMILES	RBX1-CUL1 inh
CC(C)(C)c1ccc(C2c3c(n[nH]c3-c3cccnc3)OC(=N)C2C#N)cc1 (stereo not given)	2.2
N#Cc1nc(COc2cccc(Cl)c2)oc1N1CCN(c2ccccc2)CC1	3.6
C=CCNc1nc(OC)nc(N(CCC)CCC)n1	-0.7
CN(Cc1ccno1)Cc1cn[nH]c1-c1ccc(-c2ccccc2)cc1	10.3
Nc1nc2cc3c(cc2s1)OCCO3	-1.9
CSc1cc(/C=C\c2csc(Cl)c2)cs1	-9.5
CCOC(=O)c1ccc(NC(=O)C(C)N(c2ccc(OCC)cc2)S(C)(=O)=O)cc1 (stereo not given)	5.5
O=C1c2cccc3cccc(c23)N1CN1CCN(c2ccccn2)CC1	-6.7
CCOc1ccc(-c2cn3ccn4c(C)ccc4c3c2C)cc1	11.1
COc1ccc(OC)c(C2Sc3ccccc3N=C3c4ccccc4C(=O)C32)c1 (stereo not given)	3.5
CCCOc1cccc(C(=O)Nc2cc(-c3ccccc3)no2)c1	-0.2
NC(=O)Cc1nc2scc(-c3ccccc3)c2c(=O)[nH]1	-6.6

In a second layout: entries from further up.
| compound | RBX1-CUL1 inh |
| --- | --- |
| COc1ccc(OC)c(C2Sc3ccccc3N=C3c4ccccc4C(=O)C32)c1 (stereo not given) | 3.5 |
| NC(=O)Cc1nc2scc(-c3ccccc3)c2c(=O)[nH]1 | -6.6 |
| C=CCNc1nc(OC)nc(N(CCC)CCC)n1 | -0.7 |
| O=C1c2cccc3cccc(c23)N1CN1CCN(c2ccccn2)CC1 | -6.7 |
| CCOC(=O)c1ccc(NC(=O)C(C)N(c2ccc(OCC)cc2)S(C)(=O)=O)cc1 (stereo not given) | 5.5 |

(continued)
SMILES	RBX1-CUL1 inh
O=C(CN1C(=O)C2CCCN2C1=O)N1CCN(c2cccc(Cl)c2)CC1 (stereo not given)	-0.7
CC(=O)Nc1cccc(OCC(O)Cn2cnc3ccccc32)c1 (stereo not given)	5.8
CC1=NC(=S)NC(c2cccc(Br)c2)C1C(=O)Nc1ccc(Cl)cc1 (stereo not given)	-2.2
Cc1ccc(NC(=O)Cn2c(=O)ccc3cc(S(=O)(=O)N4CCCC4)ccc32)cc1C	-3.0
Cc1ccc(NC(=O)Cn2c(=O)nc(-c3ccccc3)c3ccccc32)cc1F	9.5
Cc1ccccc1Cn1cnc2ccc(Cl)cc2c1=O	-4.1
N#Cc1c2n(c3c(=O)n(Cc4ccccc4Cl)cnc13)CCCC2	-5.6
Cc1ccc(NC(=O)c2sc(Cl)nc2-c2ccccc2)cc1	1.2
O=C1c2cccc3cccc(c23)C(=O)N1Cc1ccccn1	-6.2
CCOc1ccc(N2C(=O)CC(Sc3nc(O)c(CC)c(=O)[nH]3)C2=O)cc1 (stereo not given)	10.6
Cc1sc2[nH]c(=S)n(N)c(=O)c2c1C	0.3
Cc1cc(NC(=O)Cn2nnc3ccccc32)n(Cc2cccc(Cl)c2)n1	1.8
O=C(N/N=C/C=C/c1ccco1)c1ccc(OC2CCCC2)cc1	-2.0
CC1CCCCN1CCCNC(=O)c1[nH]c2ccccc2c1Sc1ccc(Cl)cc1 (stereo not given)	6.0
C=C(C)CN(CC)C(=O)CC1(c2ccccc2OC)CC(=O)N(CCCOC)C1=O (stereo not given)	1.4
CC(C)(C)c1cc(=O)[nH]c(C(C)(C)C)n1	4.3
CC(C)(C)OC(=O)NC(Cc1c[nH]c2ccccc12)C(=O)N1CCCC1C(=O)NC(Cc1ccccc1)C(N)=O (stereo not given)	4.7
Cc1ccc(C(=O)O)cc1-c1ccc(/C=C2\SC(=O)N(Cc3ccc(F)cc3)C2=O)o1	-5.1
CCOC(=O)c1sc2ncn(CC(=O)Nc3ccc(F)cc3F)c(=O)c2c1C	3.7
Cc1ccc(NC(=O)CCn2c(=O)c3cccn3c3ccccc32)c(Cl)c1	0.5
O=C(c1cc(Cn2ccc3ccccc32)[nH]n1)N1CCN2CCCC2C1 (stereo not given)	8.0
O=S1(=O)Nc2cccc3cccc(c23)N1	14.7
COc1ccc(C(=O)c2nocc2C(=O)c2cc3ccccc3oc2=O)cc1	-6.1
CN(C(=O)CSc1nc2ccc(NC(=O)CCc3ccccc3)cc2s1)c1ccccc1	-2.3
CCN(CC)S(=O)(=O)c1nnc(NC(=O)COc2ccccc2Cl)s1	5.0
CN1CCCCC1C(=O)N1CCC(C2(c3ccccn3)NC(=O)N(CCc3cccs3)C2=O)CC1 (stereo not given)	6.3
COc1ccc(-c2c(C(F)(F)F)oc3cc(OC(=O)c4ccco4)ccc3c2=O)cc1OC	-4.2
O=C(NCc1ccccn1)C1CCCN(C2CCN(Cc3ccccc3)CC2)C1 (stereo not given)	-3.9
CN(C)Cc1ccc(Sc2cccc(O)c2)cc1	6.5
Cc1cccc(-n2c(-c3csc(C)c3C)n[nH]c2=S)c1	-0.8
CC(=O)c1cccc(NC(=O)C(F)(F)C2(F)OC(F)(F)C(F)(F)C2(F)F)c1 (stereo not given)	-1.2
N#C/C(C(N)=O)=C1/CCCN1Cc1ccccc1	10.0
Cc1cc(NC(=O)Cc2ccccc2)cc(-c2nc3ccccc3o2)c1O	1.7
Cc1cc(C(=O)NCc2cccnc2-n2cnc3ccccc32)nc(C)n1	-1.3
Cc1ccc(CNC(=O)c2ccc(CS(=O)(=O)c3ccccc3C)o2)cc1	8.4
Cc1cc(C)c(C(=O)N2CCC3(CCCN(Cc4cccnc4)C3=O)C2)o1 (stereo not given)	4.9
C=CCOc1cccc(C(=O)N2CCCC(CCC(=O)N3CCOCC3)C2)c1 (stereo not given)	7.1
COC1=CC(=NC#N)C(Br)=CC1=NC#N	103.9*
CCc1ccc(OCCCC(=O)NCc2ccccc2)cc1	2.3
OCCCNC(=S)NC1CCCC1	-9.2
O=C(COc1ccc([N+](=O)[O-])cc1Br)N/N=C/c1ccc([N+](=O)[O-])o1	4.2
CN(CC1COCCO1)C(=O)c1cc(Cn2ccc3ccccc32)[nH]n1 (stereo not given)	2.5
CN(Cc1ccn[nH]1)C(=O)c1ccccc1OC1CCN(C(=O)c2cccnc2)CC1	6.4
CCOC(=S)CSC(=S)N1CCN(c2ccc(F)cc2)CC1	2.0
Cn1c(=O)n(C)c2cc(CC3=NC(=O)N(Cc4ccc(Br)cc4)C3=O)ccc21	-8.0
COc1ccc(-c2nc(CN3CCSCC3)c(C)o2)c(F)c1	-6.9
COc1cc2oc(=O)ccc2cc1C(C)=O	2.8
Cc1ccc(-c2noc(CSc3nnc(-c4cccs4)n3C)n2)cc1	4.7

By substructure: the compounds so far with a tert-butyl group
SMILES	RBX1-CUL1 inh
CC(C)(C)c1ccc(C2c3c(n[nH]c3-c3cccnc3)OC(=N)C2C#N)cc1 (stereo not given)	2.2
CC(C)(C)c1cc(=O)[nH]c(C(C)(C)C)n1	4.3
CC(C)(C)OC(=O)NC(Cc1c[nH]c2ccccc12)C(=O)N1CCCC1C(=O)NC(Cc1ccccc1)C(N)=O (stereo not given)	4.7

Next section
SMILES	RBX1-CUL1 inh
Cc1ccc(C)c(N2CCN(C(=O)C3CCCN(Cc4nc(-c5cccc(Cl)c5)oc4C)C3)CC2)c1 (stereo not given)	6.7
COc1ccc(CC(=O)Nc2ccc(C)cc2C)cc1	2.0
Clc1cccc(COc2cccc3c2Oc2nc4ccccc4nc2O3)c1	-1.2
C=CCOCCN1C(=O)C2C3c4ccccc4C([N+](=O)[O-])(c4ccccc43)C2C1=O (stereo not given)	4.6
CCOC(=O)c1ccc2c(c1)N(CC(=O)Nc1cc(F)ccc1F)C(=O)c1ccccc1S2	-9.3
COCCC(=O)N1CCC(CCC(=O)Nc2ccc(F)c(Cl)c2)CC1	-3.3
CCOC(=O)c1cc2c(s1)-c1ccccc1CC2	-2.5
CCc1c(C)sc2c1CCN(Cc1cccc(OC)c1)C2c1ccccc1 (stereo not given)	0.4
Cc1nn(Cc2ccc(C(=O)N3N=C(C(F)F)CC3(O)C(F)F)cc2)c(C)c1Br (stereo not given)	6.4
CCOC(=O)c1c(C)oc2nc(C)nc(NCCCN3CCN(c4ccc(F)cc4)CC3)c12	2.2
Cc1ccc(Cl)cc1NC(=O)c1ccncc1	-2.8
COc1cc(OC)cc(C(=O)NCCc2csc(-c3cccc(C)c3)n2)c1	5.6
Cc1cccc(Oc2c(C(F)(F)F)oc3cc(OC(=O)c4ccccc4Br)ccc3c2=O)c1	-6.7
CC(C)CN(CCNC(=O)c1cc(-c2cccs2)nc2ccccc12)CC(C)C	-3.6
COc1cc(CC2(CCC(=O)N3CCN(c4ccc(C)cc4C)CC3)CCC(=O)N2)ccc1F (stereo not given)	5.2
Cc1ccc(C)c(NC(=O)Cn2c(=O)n(CCCS(=O)(=O)C3CCCCC3)c(=O)c3ccccc32)c1	-0.8
Cc1cc(NC(=O)C(C)C)cc(-c2nc3ncccc3o2)c1O	-4.6
Cc1ccccc1OCC(=O)NCCN1CCCC1	12.7
Cn1c(SCC(=O)Nc2cccc3ccccc23)nc2sc3c(c2c1=O)CCCC3	4.0
OCCN=C1CCc2c1[nH]c1ccc(C3CCCCC3)cc21	13.8
Cc1cccc(NC(=O)c2ccccn2)c1	0.4
O=C(CCN1Cc2ccccc2OC(c2ccccc2)C1)NCc1cc(-c2ccccc2)n[nH]1 (stereo not given)	4.5
O=C(Cc1ccsc1)N(CC1CCN(C2CCCC2)CC1)CC1CCCO1 (stereo not given)	1.2
CCCNC(=O)Cn1nc(C(F)(F)F)cc1C1CC1	1.1
Cc1c(CNC(=O)C2(N(C)Cc3ccccc3)Cc3ccccc3C2)cnn1C	-0.9
CC1CCCCN1CCCNC(=O)Cn1ncc2c3ccccc3n(C)c2c1=O (stereo not given)	-6.2
COc1cccc(C(=O)Oc2ccc(NC(C)=O)cc2)c1	-7.7
Cc1oc2c(c1C(=O)Nc1ccc(OC(F)(F)F)cc1)C1=NCCN1C=N2	-3.4
CCCN1C(=O)C(Cc2ccc(N3CCCC3)c(C)c2)=NC1=S	5.6
Cc1ccc(N2CCN(S(=O)(=O)c3ccc(F)cc3)CC2)c(C)c1	6.4
c1ccc(-c2noc(-c3ccccc3)n2)cc1	-1.0
Cc1ncsc1CCCNC(=O)Cn1ncc(N(C)C)cc1=O	-3.6
COc1ccc(-c2ccc(NS(=O)(=O)c3ccccc3)cc2)nn1	1.5
O=c1[nH]cnc2c1NCC(c1ccc(Br)cc1)=N2	-1.0
O=c1c([N+](=O)[O-])c(Sc2ccccc2)c2ccccc2n1-c1ccccc1	-11.1
O=C(CSCc1ccccc1Cl)NC1CC2CCC1C2 (stereo not given)	-9.5
c1ccc(-c2ccc(C3N4CCCN34)cc2)cc1 (stereo not given)	7.5
O=C(Nc1cccc(-n2cnnn2)c1)C1CCCN1Cc1cc(F)ccc1F (stereo not given)	5.5
CCOC(=O)c1c(C)[nH]c(C)c1S(=O)(=O)N1CCN(c2cc(Cl)ccc2C)CC1	-0.1
COc1ccccc1-c1nc(SCC(=O)c2ccc(Cl)cc2)n[nH]1	9.4
Cc1cnccc1CNC(=O)c1cc(CN(C)Cc2ccccc2)on1	1.6
CCc1cccc(CC)c1NC(=O)Nc1cccc(F)c1	2.9
CCOC(=O)C1=NN(c2ccccc2C)C2=NC(C)=C(C(=O)OC)C(c3cccs3)N12 (stereo not given)	-5.2
CCOc1ccc(Nc2cc(C(=O)NCc3ccccc3Cl)c3ccccc3n2)cc1	4.4
Cn1c(=O)c2c(nc(N3CCNCC3)n2Cc2ccccc2)n(C)c1=O	0.6
Cc1cc(C)cc(OCCSc2nc(-c3ccc(C(C)(C)C)cc3)nc3cc(=O)[nH]n23)c1	4.2
Cc1nc2ccn(Cc3cccs3)c(=O)c2cc1C(=O)NCc1ccc(Cl)cc1	-10.3
CCC(C)NC(=O)c1cc(Cl)ccc1OC (stereo not given)	-2.5

Reprinted at random: 3 entries already listed
SMILES	RBX1-CUL1 inh
Cc1ccc(N2CCN(S(=O)(=O)c3ccc(F)cc3)CC2)c(C)c1	6.4
CCOC(=O)c1c(C)oc2nc(C)nc(NCCCN3CCN(c4ccc(F)cc4)CC3)c12	2.2
Cc1cc(C)c(C(=O)N2CCC3(CCCN(Cc4cccnc4)C3=O)C2)o1 (stereo not given)	4.9

Additional results:
SMILES	RBX1-CUL1 inh
O=C(NCc1ccccc1Cl)C1CCN(S(=O)(=O)Cc2ccccc2)CC1	-6.7
COc1cc(/C=N/NC(=O)c2ccc(COc3c(F)c(F)c(F)c(F)c3F)cc2)ccc1O	-10.7
O=C1CCN(S(=O)(=O)c2cccs2)CCN1	-1.2
COc1ccccc1NCC(=O)N/N=C/c1ccc[nH]1	3.0
Cc1cccc(C)c1N1C(=O)c2cccc([N+](=O)[O-])c2C1=O	-0.2
CCn1c(SCC(=O)N2CCN(c3cccc(Cl)c3)CC2)nc2ccccc2c1=O	2.5
O[C@H]1CN(C/C(Cl)=C/c2ccccc2)C[C@@H]1N1CCN(c2ccccn2)CC1	-3.7
COC(=O)CSCc1nc(-c2ccc(C(=O)OC)cc2)oc1C	-2.6
O=C(N=C1SC2CS(=O)(=O)CC2N1c1ccc(Cl)cc1)c1ccccc1 (stereo not given)	9.6
CC1(C)Cc2c(oc3ncn(CCn4cnc5oc6c(c5c4=N)CC(C)(C)SC6)c(=N)c23)CS1	5.4
O=S(=O)(NCCc1ccccc1)c1ccc(N2CCCCS2(=O)=O)cc1	-1.1
O=C(NCCc1csc(-c2ccc(C(F)(F)F)cc2)n1)c1ccc(F)c(F)c1	3.2
O=C(Nc1ccccc1)c1cccc(F)c1	-6.2
CNC(=O)c1ccccc1NC(=O)Nc1ccccc1	-5.5
CCCCN1C(=O)c2[nH]nc(-c3ccccc3O)c2C1c1cccc(OCc2ccccc2)c1 (stereo not given)	-6.2
Cc1ccc(S(=O)(=O)N2CCCC(N(C)CCCN(C)C)C2)c(C)c1 (stereo not given)	0.2
O=C(Nc1ccc(Oc2ccccc2)cc1)c1ccc(NC(=O)C(F)(F)F)cc1	-4.4
CCN(CC)CCNC(=O)Cn1nc(C)c2c(C)n(-c3ccccc3)nc2c1=O	-0.1
CC1(C)CC(=O)C=C(N(Cc2ccccc2)c2ccccc2)C1	5.5
Cn1c(SCc2ccc(Cl)cc2)nnc1-c1ccc(NC(=O)/C=C/c2ccccc2)cc1	-6.7
Cc1ccc(-c2nnc(-c3ccco3)nc2OCC#CCO)cc1	-2.3
COC(=O)COc1ccc(Br)c2ccccc12	-1.1
CCOC(=O)C1=C(C)c2c([nH]c3ccccc23)CC1	6.4
N#Cc1c(C(F)(F)F)cc(-c2cccs2)nc1SCCN1CCCCC1	-7.8
Cc1cnccc1CN(C)C(=O)c1oc2c(F)cccc2c1C	6.0
Cc1nc(C2CCCN(C(=O)c3cc4sccc4[nH]3)C2)cc(=O)[nH]1 (stereo not given)	-1.1

Screening results: PubChem, Icahn School of Medicine at Mount Sinai
